Assay outcomes as filed in PubChem.
Pin1 inhibitor – inhibitors of human Pin1. Pin1 FP peptide displacement, HiFluor488, 10 min. Q13526. actives 0.009% (n = 390,000). Potency, µM (top dose mostly 115 µM), inactives show at the top dose activity, negative = inhibition, hits mostly inhibitors. AID 504891; active = well fitted inhibition curve with a large enough effect in the polarisation, with a control signal flat, not every such curve was filed as active; inconclusive = small, poorly fitted or top-dose-only effect, or effect the other way, or a change in a side signal; inactive = no such curve, though single readings can be large or run the other way; the % refers to the polarisation; note: potency is the fitted concentration of half-maximal effect; % is set by controls: 0 for no effect and ±100 for the full control effect
Target sequence (Q13526 whole entry, looked up): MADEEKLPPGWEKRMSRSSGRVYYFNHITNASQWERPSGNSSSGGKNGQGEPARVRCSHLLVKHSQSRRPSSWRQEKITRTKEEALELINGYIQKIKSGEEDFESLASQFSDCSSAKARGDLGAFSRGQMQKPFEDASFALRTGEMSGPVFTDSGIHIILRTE
JMJD2A Tudor inh – JMJD2A Tudor domain (human) inhibition; O75164; AlphaScreen JMJD2A-Tudor / H3K4me3 peptide binding; Potency, µM (doses to about 114 µM), for the others: at the top dose activity change, negative = inhibition, usual class: inhibitors; actives 4.4% (n = 390,000); AID 504339; note: potency is the fitted concentration of half-maximal effect; % is set by controls: 0 for no effect and ±100 for the full control effect; nearly all actives have a fitted effect of over 50% in size
HP1b chromo inh – HP1-beta chromodomain-methylated histone interaction inhibition. P83916. AlphaScreen HP1-beta / biotin-H3K9me3 peptide binding. Potency, µM (top dose mostly 114 µM), inactives show at the top dose activity change, negative = inhibition, most hits filed as inhibitors. actives 0.56% (n = 390,000). AID 540317; note: potency is the fitted concentration of half-maximal effect; nearly all actives have a fitted effect of over 70% in size; inactives centre near 23
Target sequence (P83916 whole entry, looked up): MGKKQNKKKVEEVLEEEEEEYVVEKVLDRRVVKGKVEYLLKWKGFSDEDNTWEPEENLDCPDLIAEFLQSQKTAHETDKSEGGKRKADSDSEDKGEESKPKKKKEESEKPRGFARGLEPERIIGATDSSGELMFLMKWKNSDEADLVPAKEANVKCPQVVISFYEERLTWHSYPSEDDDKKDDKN
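AlphaScreen: HP1-beta (50 nM) preformed 30 min with biotin-H3(1-18)K9me3 peptide (50 nM) in PBS pH 7.4, 0.01% Tween-20. Compound added for 30 min at RT, then streptavidin donor/nickel chelate acceptor beads (10 ug/mL) for 30 min.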
Tb PGK inh – inhibitors of T. brucei phosphoglycerate kinase | AID 602233 | Potency, µM (top dose mostly 57.5 µM), for the others: top-dose activity change, negative = inhibition, usual class: inhibitors | actives 0.043% (n = 380,000) | PGK/GAPDH coupled, Kinase-Glo luminescence, 60 min | P07378; note: potency is the fitted concentration of half-maximal effect; % is set by controls: 0 for no effect and ±100 for the full control effect; nearly all actives have a fitted effect of over 60% in size
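Luminescent ATP detection (Kinase-Glo Plus) follows a 60-minute room-temperature incubation, with wells lacking PGK as controls. Buffer: 100 mM TEA (pH 7.6), 5 mM MgCl2, 0.01% Tween-20. Coupling enzyme GAPDH (100 nM final) supplies unstable 1,3-BPG in-well.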
PI4K2A block – blocks human PI4K2A kinase activity | purified PI4K2A, ADP-Glo luminescence, 1 h; hits give low values | activity change, negative = inhibition, % at 76.9 µM | actives 0.13% (n = 420,000) | AID 1346378; in the data active = activity change below about -50%; inconclusive = mostly about -30% to -49%;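 note: -100% = wells without enzyme as full effect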
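PI4K2A activity was measured by ADP-Glo luminescence: enzyme (4 ug/mL stock) and phosphatidylinositol (1.2 mM stock) in Tris pH 7.5/MgCl2/EGTA/Triton X-100 buffer were reacted with ATP (300 microM stock) for one hour at ambient temperature.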
G9a inh – blocks human histone lysine methyltransferase G9a; Potency, µM (doses to about 102 µM), without a hit: at the highest dose activity, negative = inhibition, most hits filed as inhibitors; G9a H3K9 monomethylation, AlphaScreen, 2 h; Q96KQ7; actives 8.8% (n = 350,000); note: potency is the fitted concentration of half-maximal effect; % is set by controls: 0 for no effect and ±100 for the full control effect; nearly all actives have a fitted effect of over 75% in size
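AlphaScreen detection with an anti-monomethyl H3K9 antibody quantified product after a 2 h room-temperature reaction containing 500 nM biotinylated H3K9 peptide, 20 µM SAM and 20 nM enzyme, which had been preincubated 15 min with compound.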
ERG Ets-DNA blk – inhibitors of human ERG Ets domain-DNA interaction; Potency, µM (highest dose often 76.9 µM), for the others: at the top dose FP activity, negative = inhibition, actives largely listed as inhibitors; fluorescence polarization, His-ERG Ets domain / labelled DNA; P11308; actives 0.028% (n = 370,000); active = well fitted inhibition curve with a large enough effect in the polarisation, with a control signal flat; inconclusive = small, poorly fitted or top-dose-only effect, or effect the other way, or a change in a side signal; inactive = no such curve, though single readings can be large or run the other way; the % refers to the polarisation;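 note: polarization taken with two DNA probes labelled with fluorescein and Texas red; potency is the fitted concentration of half-maximal effect; % of control where 0% means no effect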
Target sequence (P11308 whole entry, looked up, the tested form may be a part): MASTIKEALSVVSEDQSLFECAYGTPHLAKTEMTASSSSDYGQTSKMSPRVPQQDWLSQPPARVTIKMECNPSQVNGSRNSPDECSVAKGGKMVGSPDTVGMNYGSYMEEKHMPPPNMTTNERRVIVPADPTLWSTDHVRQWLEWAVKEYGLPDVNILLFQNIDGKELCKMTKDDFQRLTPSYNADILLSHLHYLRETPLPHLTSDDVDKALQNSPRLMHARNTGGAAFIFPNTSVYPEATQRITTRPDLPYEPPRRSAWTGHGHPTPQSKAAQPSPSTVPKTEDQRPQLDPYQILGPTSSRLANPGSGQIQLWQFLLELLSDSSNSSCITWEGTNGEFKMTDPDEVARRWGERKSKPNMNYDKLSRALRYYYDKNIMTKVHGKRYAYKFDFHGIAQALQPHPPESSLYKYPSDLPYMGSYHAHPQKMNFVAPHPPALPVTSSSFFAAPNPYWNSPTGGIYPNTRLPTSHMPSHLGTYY
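His-tagged ERG Ets domain (1 uM in the protein solution; 300mM KCl, 50mM Tris-HCl, 1mM EDTA, 1mM DTT, pH 7.5) received compound, then a probe mix of 5 nM fluorescein-DNA and 100nM Texas-615-DNA. Fluorescence polarization was read for both dyes.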
BAZ2B block – inhibitors of human BAZ2B bromodomain; Q9UIF8; AlphaScreen BAZ2B-H3K14Ac peptide displacement; Potency, µM (titrated, usually from 114 µM), for inactives: top-dose activity change, negative = inhibition, hits mostly inhibitors; actives 4.4% (n = 360,000); AID 504333; note: potency is the fitted concentration of half-maximal effect; % is set by controls: 0 for no effect and ±100 for the full control effect; nearly all actives have a fitted effect of over 60% in size
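In this displacement format the biotinylated H3(5-23) peptide acetylated at Lys14 serves as ligand at 50 nM, with BAZ2B at 50 nM in PBS pH 7.4 containing 0.01% Tween-20. Donor and acceptor beads are 10 ug/mL final.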
GLS inhibitor – blocks human kidney-isoform glutaminase activity | O94925 | GLS enzymatic activity, qHTS titration | Potency, µM (doses to about 45.5 µM), inactives show at the top dose activity change, negative = inhibition, hits mostly inhibitors | actives 0.21% (n = 410,000); note: potency is the fitted concentration of half-maximal effect; % is set by controls: 0 for no effect and ±100 for the full control effect
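Glutamate formation by hKGA was monitored fluorometrically using coupled glutamate oxidase, HRP and Amplex Red. Substrate was added as 1 mM L-glutamine solution; incubation was 30 min at RT after an initial read.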
* marks the source's active call; other numbers are inactive results; i = inactive; ? = inconclusive; / = no result given; & = joins results of further samples; [ ] = another dose, or the depositor's remark. Unless noted, calls come from the whole dose curve; as a rule, active = well fitted curve in the direction sought with a large enough effect; inconclusive = small, poorly fitted or top-dose-only effect, or another doubt; inactive = no such curve, though single readings can be large; an effect the other way counts as inactive or inconclusive.

SMILES	G9a inh	ERG Ets-DNA blk	HP1b chromo inh	JMJD2A Tudor inh	PI4K2A block	GLS inhibitor	BAZ2B block	Tb PGK inh	Pin1 inhibitor
CCCNc1c(NS(=O)(=O)c2ccc(C)cc2C)c(=O)oc2ccccc12	-5%	-13%	70%[activator]	-20%	-4	38%[activator]	-19%	-10%	-11%
C/C(=N\Nc1nc(Cl)c(Cl)cc1Cl)c1ccc(S(=O)(=O)NCc2ccco2)cc1	5%[59 µM]	-6%	45%[activator]	-13%[57.1 µM]	-4	-5%	-11%	-8%	2%
COc1ccccc1N1C(=O)CC(Sc2ccccc2N)C1=O (centres undefined)	?	-5%	47%[activator]	-15%	-8	-4%	-2%	-1%	0%
COc1ccc(OC)c(NC(=O)C(=O)N/N=C/c2ccccc2[N+](=O)[O-])c1	-4%[0.501 µM]	/	13%	-24%	-1	-2%	?	-4%[11.5 µM]	?
CC(C)CCn1nnnc1C(c1ccccc1)N1CCC(C(N)=O)CC1 (centres undefined)	20%[0.501 µM]	-1%	44%[activator]	-4%	4	5%	-6%[57.1 µM]	-6%	-1%
Cc1ccc(CSC2=NCCN2C(=O)C(C)Oc2ccccc2)cc1 (centres undefined)	62%[activator]	16%	?	-5%	4	-1%	0%	-1%	4%
COc1ccc(/C(C)=N/NC(=S)NCCc2ccccc2)c(O)c1	6%	11%	8%	-31%	-5	0%	?	-10%	0%
CC(C)C(CCNC(=O)CC(Cc1ccccc1)c1ccco1)c1ccco1 (centres undefined)	-26%[0.501 µM]	4%	0%	?	-4	1%	50µM*	-3%	32%[activator]
COC(=O)COc1ccc(S(=O)(=O)N2CCN(c3ccccc3)CC2)cc1	10%	-6%	29%	3%	5	-1%	-5%	-3%	-6%
COc1cc(/C=N/NC(=O)C2C3CCCCC32C)cc(Br)c1O (centres undefined)	?	4%	-4%	?	3	-22%	-32%	-9%	-2%
Cc1oc2c(c1C(=O)NCc1ccccc1)CCCC2	-39%[12.7 µM]	/	13%	-17%	-1	7%	-2%	4%	4%
CCSc1nnc2c(n1)OC1(CCCC1)Nc1ccccc1-2	35µM*	-5%	40%[activator]	-19%	0	-2%	5%	0%	4%
COc1ccc(CNCC(O)(c2ccccc2)c2ccc(F)cc2)cc1 (centres undefined)	22%	-5%	96%[activator]	13%	6	-9%	10%	1%	-7%
O=S(=O)(c1ccccc1)N1N=C(c2cccs2)CC1c1cccc(O)c1 (centres undefined)	/	-11%	6%	-30%	2	13%	?	-12%	0%
CC(C)Cn1c(N)c(C(=O)CSc2nccn2C)c(=O)n(C)c1=O	-21%	3%	18%	-12%	2	5%	3%	-3%	5%
Cc1cc(C(=O)CSc2nnc(N)s2)c(C)n1Cc1cccs1	?	/	?	?	-10	4%	?	10%	2%
CCc1cc2c(C)ccc(C)c2nc1SCC(=O)Nc1c[nH]c(=O)[nH]c1=O	-36%	-11%	26%	?	1	0%	3%	3%	1%
COc1ccc(-c2cc(C(F)(F)F)nc(SCC(=O)N3CCCCC3)n2)cc1	12%[59 µM]	-1%	44%[activator]	-8%	3	-2%	9%	i	-5%
O=C(O)c1cccc(N(CCO)CCO)c1	20%[12.7 µM]	1%	19%	-11%	1	35%	-3%	0%	-10%
O=C(Nc1ccc2c(c1)Cc1ccccc1-2)c1ccco1	-25%	/	29%	-1%	-4	3%	-1%	/	?
COc1ccc(CC(=O)NC(C)c2nnc(SCC(=O)Nc3cc(C)ccc3OC)n2C)cc1 (centres undefined)	13%[59 µM]	2%	15%	-27%	4	-8%	1%	i	-2%
COn1c(-c2ccccc2)nc2c1CCc1c-2no[n+]1[O-]	14%[59 µM]	6%	19%	-6%	0	6%	6%	-10%	-12%
O=C(NCCC(=O)N1CCN(c2ncccn2)CC1)c1ccccc1	15%[12.7 µM]	5%	28%	5%	-2	10%	13%	-5%	?
O=C(Nc1ccc(-n2cnnn2)cc1)c1cc(S(=O)(=O)N2CCCC2)ccc1Cl	?	0%	11%	-17%	1	6%	9%	-6%	24%
CCOc1ccccc1NC(=O)C1CC2CCCC(C1)C2=O (centres undefined)	-5%[59 µM]	4%	31%	-6%	-1	1%	-1%	i	-9%
CCOC(=O)C1=C(N)OC2=C(C(=O)CC(C)(C)C2)C1c1cccs1 (centres undefined)	7%[59 µM]	2%	31%[activator]	-8%	-11	-13%	6%	-15%	0%
COC(=O)c1c(NC(=O)C2CCC2)sc(C(=O)N(C)C)c1C	-18%[59 µM]	1%	31%	-14%	0	-9%	4%	0%	0%
O=C(O)CSc1nc2ccccc2s1	0%	-5%	36%[activator]	-16%	0	5%	32%&-3%	-5%	-6%
O=C(NCC(c1ccco1)N1CCCCC1)c1cccc(NS(=O)(=O)c2ccc(Br)cc2)c1 (centres undefined)	7%[0.501 µM]	2%	-4%	-33%	2	1%	-1%	-4%	6%
O=C(OC(C(=O)NC1CCCC1)c1ccc(F)cc1)c1ccno1 (centres undefined)	-6%	-2%	14%	-2%	-7	20%	1%	4%	-1%
CCN(CC)S(=O)(=O)c1ccc(Cl)c(C(=O)Nc2ccc(Cl)cc2[N+](=O)[O-])c1	8.9µM*	-5%	?	?	1	-1%	?	-3%	-1%
Cc1cc(-n2nc(C)cc2C)n2nc(C)c(-c3ccccc3)c2n1	18%[59 µM]	2%	25%	-7%	8	-1%	1%	-9%	-1%
O=C(C1CC1)N1CCN=C1SCc1cccc(C(F)(F)F)c1	41%[activator]	-7%	58%[activator]	43%[activator]	0	-2%	13%	-4%	-2%
O=C(CN(Cc1ccco1)S(=O)(=O)c1cccs1)Nc1ccccc1C(F)(F)F	-4%	7%	44%	-5%	-10	-3%	13%	-3%	4%
COc1ccc(-n2c(SC3CCOC3=O)nc3ccccc3c2=O)cc1Cl (centres undefined)	4%	3%	-12%	-29%	1	6%	-22%	-14%	-3%
CN(Cc1ccccc1)C(=O)c1nc[nH]c1C(=O)N1CCN(c2ccccc2)CC1	-4%[0.501 µM]	-9%	24%	-22%	3	30%[activator]	12%	0%	2%
CN1C=CC=C/C1=C1\SC(=S)N(N)C1=O	28µM*	-9%	30%	1%	-1	-6%	-27%	1%	-2%
Cc1ccc(S(=O)(=O)N2[C@@H](c3ccc(Cl)cc3)C(C(=O)O)=CC[C@H]2c2cccs2)cc1	4%[2.33 µM]	1%	28%	-6%	-4	17%	5%	-3%	-1%
COc1ccc(C(=O)OCC(=O)c2ccc3c(c2)NC(=O)CO3)cc1S(=O)(=O)N1CCOCC1	/	-16%	20%	-21%	9	-15%	/	-4%	-2%
CC(OC(=O)COc1ccccc1)C(=O)NC1CCCC1 (centres undefined)	-5%[12.7 µM]	-10%	39%[activator]	3%	1	-5%	4%	-9%	4%
CCOc1ccc(Nc2nc(CC(=O)OC)cc(=O)[nH]2)cc1	5%[59 µM]	6%	19%	-9%	6	31%[activator]	5%	-5%	-2%
CC(=O)Nc1ccc(S(=O)(=O)NCC(=O)OCC(=O)c2cc(C)n(-c3ccc4c(c3)OCO4)c2C)cc1	?	4%	-14%	-31%	-10	-3%	?	-7%	11%
COc1ccc2nc(SCC(=O)Nc3ccc4c(c3)CCC4)[nH]c2c1	?	-3%	17%	-16%	0	0%	-36%	i	1%
C=CCNc1nc2c3ccccc3n(C(C)=O)c2s1	32µM*	0%	-2%	?	?	-1%	?	4%	?
c1ccc(-c2ccc(OCCOCCn3cncn3)cc2)cc1	?	-5%	?	32µM*	-4	16%	50µM*	i	-2%
O=C(NCc1ccccc1Cl)c1ccc(S(=O)(=O)Nc2cccc(C(F)(F)F)c2)cc1	10%[59 µM]	3%	?	-8%	1	9%	9%	18%	7%
Cc1ccc(O)c(-c2cc(-c3ccccc3[N+](=O)[O-])[nH]n2)c1	7%[59 µM]	-14%	-24%	?	-2	20%	?	0%	-12%
Cc1cc(S(=O)(=O)NCc2ccccn2)c(Cl)cc1Cl	/	2%	45%[activator]	4%	1	-1%	?	i	-2%
COCCN(Cc1ccccc1)C(=O)C1CCN(S(=O)(=O)c2ccc(OC)c(OC)c2)CC1	?	8%	17%	-14%	-4	-3%	10%	i	1%
CC(C)(C)S(=O)(=O)N1Cc2ccc(CO)cc2[C@H]1CCO	/	-3%	23%	-11%	-3	0%	/	-1%	0%
Cc1nnc(SCC(=O)NC2CCCc3c2cnn3-c2ccccc2F)o1 (centres undefined)	/	-7%	43%[activator]	-9%	-2	-6%	-3%	-1%	-4%
CCC(C)Sc1nnc(CSc2nc3nc(C)cc(C)n3n2)o1 (centres undefined)	47%[12.7 µM]	/	26%	-20%	0	10%	-1%	-8%	-1%
CSc1ccc(S(=O)(=O)N2CCC(C(=O)NCCCn3ccnc3)CC2)cc1	17%[12.7 µM]	4%	17%	-14%	0	0%	-26%	-3%	-3%
C=CCn1c(SCCC(=O)O)nnc1-c1cccs1	?	1%	35%	-17%	-9	4%	12%	0%	-2%

Compounds as they come. About 11% of those tested had a hit in this group.
